MrgX1 antag = blocks BAM8-22 activation of human MrgX1 receptor; B-score at 10 µM; 310,000 compounds, 1.3% hits; Q96LB2; MRGX1-HEK293 calcium flux, Fluo-4, BAM8-22 antagonism; stronger effect = lower value;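 active means calcium-response B-score plate-corrected more than 3 library SD below zero, starting fluorescence within 5 deviations, no agonist response on first addition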;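 further: peak minus trough fluorescence over baseline after final BAM8-22 challenge near maximal dose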
Target sequence (Q96LB2 whole entry, looked up): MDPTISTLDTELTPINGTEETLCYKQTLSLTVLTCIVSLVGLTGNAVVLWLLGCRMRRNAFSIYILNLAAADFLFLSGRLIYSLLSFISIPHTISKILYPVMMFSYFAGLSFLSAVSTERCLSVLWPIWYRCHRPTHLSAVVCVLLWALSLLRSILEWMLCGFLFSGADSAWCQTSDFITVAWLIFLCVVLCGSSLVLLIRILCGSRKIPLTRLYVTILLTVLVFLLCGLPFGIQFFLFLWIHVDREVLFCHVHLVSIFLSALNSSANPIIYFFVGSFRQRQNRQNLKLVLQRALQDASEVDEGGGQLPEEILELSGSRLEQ
TRPC6 act = activators of mouse TRPC6 channel. Q61143. HEK293-TRPC6 membrane potential dye fluorescence; stronger effect = higher value. B-score at 10 µM. 310,000 compounds, 0.13% hits;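 active means B-score of the integrated fluorescence ratio above library mean plus 3 SD, and starting fluorescence ratio within library mean plus 5 SD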;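 further: higher score means more depolarization so channel activation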
TRPC4 agonist = TRPC4 (mouse) channel activation | Q9QUQ5 | HEK293 TRPC4beta/mu-opioid, Fluo4 calcium fluorescence; stronger effect = higher value | B-score at 10 µM | 310,000 compounds, 0.49% hits;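 active means B-score above 5 SD of library B-scores, and initial fluorescence ratio not above library mean plus 5 SD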;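 further: positive B-score marks a calcium rise read as TRPC4 activation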
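Technique: kinetic Fluo4 calcium fluorescence; Test system: TRPC4beta and mu-opioid receptor HEK293 stable cells; Measure: B-scored integrated calcium fluorescence ratio; Benchmarks: low control buffer alone, high control maximal DAMGO; Schedule: 45 min room-temperature Fluo4 loading, 110 s read.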
TRPC6 inh = inhibitors of mouse TRPC6 channel; Q61143; HEK293-TRPC6, membrane potential dye, ACh-evoked depolarization; stronger effect = lower value; B-score at 10 µM; 310,000 compounds, 1.1% hits;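 active means B-score under library mean minus 3 SD, initial fluorescence not abnormally high, positive integrated signal ratio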;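 further: B-score derived from integrated fluorescence ratio over the kinetic read; more negative B-score means stronger inhibition of depolarization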
MrgX1 ag = activates human MrgX1 receptor signaling; Q96LB2; MrgX1-HEK293 cells, Fluo-4 calcium fluorescence, agonist mode; stronger effect = higher value; B-score at 10 µM; 310,000 compounds, 0.44% hits;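 active means calcium response B-score plate-corrected fluorescence ratio at least 3 library SD, with starting fluorescence B-score inside 5 SD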
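Test system: Stable human MrgX1 HEK293 cell line | Schedule: Overnight plating before 1 h dye loading | Read-out basis: Baseline-normalised fluorescence change ratio, B-scored | Detection: Kinetic calcium dye fluorescence, Fluo-4 NW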
MrgX1 PAM = human MrgX1 positive allosteric modulation, primary screen | Q96LB2 | MrgX1-HEK293, Fluo-4 calcium flux, FDSS; stronger effect = higher value | B-score at 10 µM | 310,000 compounds, 0.63% hits | AID 588675;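 active means plate-corrected calcium response at least 3 library SD above typical, normal starting fluorescence, not activating the receptor alone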;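 further: compound read alongside a low EC10 to EC30 dose of BAM8-22 agonist; peak minus trough fluorescence over baseline measured at the second addition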
ANO1 block = mouse TMEM16A channel inhibition, primary screen; AID 588511; HEK293 TMEM16A/YFP iodide influx fluorescence, ionomycin; normalized B-score (activity score, 25-100; higher = stronger inhibition) at 10 µM; 310,000 compounds, 1.2% hits;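 active means ratio plate-corrected score three or more library SD toward inhibition, starting fluorescence score within five deviations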;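 further: score derived from kinetic fluorescence span divided by baseline fluorescence per well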
TRPC4 potent = allosterically enhances the mouse TRPC4 cation channel | Q9QUQ5 | HEK293 TRPC4beta/mu-opioid, DAMGO EC20, Fluo-4 Ca2+ flux; stronger effect = higher value | B-score at 10 µM | 310,000 compounds, 0.42% hits;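 active means B-score of calcium response area above 5 SD of library B-scores, with initial fluorescence ratio within 5 SD of library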;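 further: B-score of integrated fluorescence ratio over time as area under calcium response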
RGS4 block = human RGS4 inhibition | P49798 | 310,000 compounds, 0.45% hits | B-score at 10 µM | HEK293 M3R/RGS4 inducible, Fluo-4 calcium flux; stronger effect = higher value; triggered by carbachol at its EC20;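 active means B-score, a plate-corrected calcium signal, over three deviations above library mean, with baseline fluorescence within five deviations of library mean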;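 further: RGS4 expression induced by doxycycline in cells with stable M3 receptor; B-score is computed from the integrated fluorescence ratio over baseline after carbachol; higher B-score means a larger calcium signal and so more RGS4 inhibition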
Target sequence (P49798 whole entry, looked up): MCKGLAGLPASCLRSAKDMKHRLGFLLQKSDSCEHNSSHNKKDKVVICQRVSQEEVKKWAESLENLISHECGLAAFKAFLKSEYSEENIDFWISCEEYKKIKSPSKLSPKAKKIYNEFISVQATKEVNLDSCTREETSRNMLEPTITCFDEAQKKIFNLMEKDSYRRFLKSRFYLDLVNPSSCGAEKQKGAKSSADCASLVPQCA
TRPC4 inh = inhibitors of mouse TRPC4 channel; B-score at 10 µM; AID 2247; HEK293 TRPC4beta/mu-opioid, DAMGO-evoked Fluo4 calcium flux; stronger effect = lower value; 300,000 compounds, 0.39% hits; Q9QUQ5;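 active means B-score over 3 SD under the library average, no early fluorescence shift, positive overall ratio signal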
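Assay system: HEK293 cells with stable TRPC4beta plus mu-opioid receptor expression; Probe or stimulus: DAMGO in two steps, submaximal then maximal; Dosing: single-point compound dosing; Measured by: Fluo4 calcium-dye fluorescence, kinetic read; Read-out basis: B score from integrated Fluo4 fluorescence ratio.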
ANO1 activ = mouse TMEM16A channel activation, primary screen; Q8BHY3; AID 623877; HEK293 TMEM16A/YFP-H148Q/I152L, iodide quench fluorescence; stronger effect = lower value; B-score at 10 µM; 340,000 compounds, 0.3% hits;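 active means fluorescence-ratio B-score plate-corrected deviation score at least 3 library SD below zero, with starting fluorescence score within 5 deviations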;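 further: channel opened by trigger with iodide after compound preincubation; score built on the fluorescence ratio of max minus min over baseline; more negative score means more quench and so TMEM16A activation or potentiation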
* marks the source's active call; other numbers are inactive results; i = inactive; x = not tested or not shown.

SMILES | MrgX1 antag | TRPC6 act | TRPC4 agonist | TRPC6 inh | MrgX1 ag | MrgX1 PAM | ANO1 block | TRPC4 potent | RGS4 block | TRPC4 inh | ANO1 activ
Cc1c(C(=O)c2ccc([N+](=O)[O-])cc2)c(=O)n(C)c(=O)n1C | i | i | i | i | i | i | i | i | i | i | i
CSc1ccc(CNC(=O)c2ccc(NC(=O)C3=CSCCO3)cc2)cc1 | i | i | i | i | i | i | i | i | i | i | i
Cc1ccc(S(=O)(=O)Nc2nnc(C(C)(C)C)s2)cc1 | i | i | i | i | i | i | i | i | i | i | i
Cc1cnc(C(=O)Oc2cccc(Cl)c2Cl)cn1 | i | i | i | i | i | i | i | i | i | i | i
CC(=O)N(c1ccc(C)cc1)S(=O)(=O)c1ccc(Cl)cc1 | i | i | i | i | i | i | i | i | i | i | i
COC(=O)c1c(C(=O)OC)c2cc(C)ccn2c1Cl | i | i | i | i | i | i | i | i | i | i | i
COc1cc(OC)c(OC)cc1CN1CCSCC1 | i | i | i | i | i | i | i | i | i | i | i
COc1cc(NC(=S)NC(=O)c2c(OC)cccc2OC)ccc1NC(=O)c1cccs1 | i | i | i | i | i | i | i | i | i | i | i
COc1ccc2cc(C)c3nnc(SCC(=O)Nc4cc(OC)c(OC)cc4C(=O)O)n3c2c1 | i | i | i | i | i | i | i | i | i | i | i
CCc1ccc(C(=O)COC(=O)c2cncc(Br)c2)cc1 | i | i | i | i | i | i | i | i | i | i | i
O=C(Nc1cnccn1)c1ccc(Cl)cc1 | i | i | i | i | i | i | i | i | i | i | i
O=C(Oc1ccc2c3c(c(=O)oc2c1)CCC3)c1ccccc1[N+](=O)[O-] | i | i | i | i | i | i | i | i | i | i | x
O=C(NCc1cccs1)C1CCCN1C(=O)Nc1ccc(F)cc1 (stereo not given) | i | i | i | i | i | i | i | i | i | i | i
COc1ccccc1CNC(=O)C(=O)NCCC1CCCCN1S(=O)(=O)c1cccs1 (stereo not given) | i | i | i | i | i | i | i | i | i | i | i
CCCCCCCCCCCCCCCC[n+]1ccc(/C=N/O)cc1 | i | x | x | x | i | i | i | x | x | x | i
Nc1nnc(-c2cccc(F)c2)s1 | i | i | i | i | i | i | i | i | i | i | i
Cc1ccc(SCC(=O)NNC(=O)C2CCCCC2)cc1 | i | i | i | i | i | i | i | i | i | i | i
O=C(CC(=O)NCc1cccnc1)NCc1cccnc1 | i | i | i | i | i | i | i | i | i | i | i
CC(=O)Nc1ccc2c(c1)nc(C)n2-c1ccccc1 | i | i | i | i | i | i | i | i | i | i | i
O=C(NCCc1ccccc1F)C1CCC(=O)N(Cc2ccccc2F)C1 (stereo not given) | i | i | i | i | i | i | i | i | i | i | i
CCOc1ccc(NC(=O)CN(C)C(=O)c2cc(S(=O)(=O)N3CCCCCC3)ccc2OC)cc1OCC | i | i | i | i | i | i | i | i | i | i | i
Cc1oc(C)c2c(=O)ccc3c(c12)OC(N)=C(C#N)C3c1ccccc1Cl (stereo not given) | i | i | i | i | i | i | i | i | i | i | i
Cc1cccc(NC(=O)Cn2c(=O)n(Cc3ccccc3)c(=O)c3c(C)c(C)sc32)c1 | i | i | i | i | i | i | i | i | i | i | i
O=C(C(=O)N1CCCc2ccccc21)c1cn(CC(=O)N2CCOCC2)c2ccccc12 | i | i | i | i | i | i | i | i | i | i | i
O=S1(=O)NC(C2CC2c2ccccc2)CCO1 (stereo not given) | i | i | i | i | i | i | i | i | i | i | i
Remaining list, next part
SMILES | MrgX1 antag | TRPC6 act | TRPC4 agonist | TRPC6 inh | MrgX1 ag | MrgX1 PAM | ANO1 block | TRPC4 potent | RGS4 block | TRPC4 inh | ANO1 activ
CCOc1ccc(OCC)c(S(=O)(=O)NCCCN2CCOCC2)c1 | i | i | i | i | i | i | i | i | i | i | i
CN(C)C1=NC[C@H](Cc2ccccc2)N1CCCC1CCCCC1 | i | x | x | x | i | i | i | x | x | x | i
CCOc1ccc(S(=O)(=O)NCc2cccnc2)cc1C(C)C | i | i | i | i | i | i | i | i | i | i | i
CCOC(=O)N1CCN(S(=O)(=O)c2ccc3c(c2)OCC(=O)N3)CC1 | i | i | i | i | i | i | i | i | i | i | i
Nc1ccc(C(O)(C(F)(F)F)C(F)(F)F)cc1 | i | i | i | i | i | i | i | i | i | i | i
CCOc1ccc(S(=O)(=O)N(CC(=O)NCC2CCCO2)c2ccc(F)cc2)cc1 (stereo not given) | i | i | i | i | i | i | i | i | i | i | i
CCOC(=O)CCC(=O)Nc1ccc(S(=O)(=O)N2CCCC2)cc1 | i | i | i | i | i | i | i | i | i | i | i
CCOc1cc2nc(-c3ccc(OC)c(OC)c3)nc(N3CC(C)OC(C)C3)c2cc1OC (stereo not given) | i | i | i | -8.33* | i | i | i | i | i | i | x
Cn1c(N)c(C(=O)c2cc(-c3ccncc3)nc3ccccc23)c(=O)n(C)c1=O | i | i | i | i | i | i | i | i | i | i | i
Cc1ccccc1OCc1nnc2c3cnn(C)c3ncn12 | i | i | i | i | i | i | i | i | i | i | i
Cc1ccc2c(c1)NC(=O)C(CC(=O)NCc1cccnc1)O2 (stereo not given) | i | i | i | i | i | i | i | i | i | i | i
Cc1sc(N)nc1-c1cccs1 | i | i | i | i | i | i | i | i | i | i | i
COc1ccccc1C(=O)NCC(c1ccco1)N1CCc2ccccc21 (stereo not given) | i | i | i | i | i | i | i | i | i | i | i
COc1ccccc1N1CCN(Cc2nnnn2CCc2ccccc2)CC1 | i | i | i | i | i | i | i | i | i | i | i
CC1(C)C(c2cccs2)=[N+]([O-])C2(CCCCC/C2=N\O)N1O (stereo not given) | i | i | i | i | i | i | i | i | i | i | i
COc1ccc(CCC(=O)Nc2ccc3c(c2)OCO3)cc1OC | i | i | i | i | i | i | i | i | i | i | i
C=CCNC(=O)c1ccccc1NS(=O)(=O)c1ccccc1 | i | i | i | i | i | i | i | i | i | i | i
Cn1c(=O)n(C)c2cc(/C=N/NC(=S)NCc3ccccc3)ccc21 | i | i | i | i | i | i | i | i | i | i | i
O=C(COC(=O)C1CCC1)Nc1ccc(OC(F)F)cc1 | i | i | i | i | i | i | i | i | i | i | i
O=C(Nc1ncc2c(n1)-c1ccccc1CC2)c1cccs1 | i | i | i | i | i | i | i | i | i | i | i
CCOC(=O)N1CCC(=NNc2ncc(C(F)(F)F)cc2Cl)CC1 | i | i | i | i | i | i | i | i | i | i | i
COc1cc(/C=C/C(=O)O)cc(S(=O)(=O)N2CCc3ccccc3C2)c1OC | i | i | i | i | i | i | i | i | i | i | i
Oc1ccccc1N=N/C(=N/Nc1ccccc1O)c1ccccc1 | i | i | i | i | i | i | i | i | i | i | i
COc1cc(OC)c(OC)cc1CNc1cc(C)ccc1OC | i | i | i | i | i | i | i | i | i | i | i
CCOC(=O)c1ccc(NC(=O)CCNC(=O)c2ccc([N+](=O)[O-])cc2)cc1 | i | i | i | i | i | i | i | i | i | i | i
(continued)
SMILES | MrgX1 antag | TRPC6 act | TRPC4 agonist | TRPC6 inh | MrgX1 ag | MrgX1 PAM | ANO1 block | TRPC4 potent | RGS4 block | TRPC4 inh | ANO1 activ
Cc1cccc(C(=O)N2CCC(=O)N(C(COCc3cccc(Cl)c3)Cc3ccccc3)CC2)c1 (stereo not given) | i | i | 45* | i | i | i | i | i | i | i | i
COC(=O)C1=C2c3[nH]c4ccccc4c3CCN2C(=O)CC1 | i | i | i | i | i | i | i | i | i | i | i
CCc1nnc(NS(=O)(=O)c2ccc(NC(=O)c3cc(Cl)ccc3Cl)cc2)s1 | i | i | i | i | i | i | i | i | i | i | i
O=C(Nc1ccc(Cl)cc1)Nc1ccc(-c2cnco2)cc1 | i | i | i | i | i | i | i | i | i | i | i
Cc1nc(SCC(=O)Nc2ccc3c(c2)OCCO3)nc(C)c1C | i | i | i | i | i | i | i | i | i | i | i
CCOC(=O)c1ccc(N/C=C/C(=O)c2ccco2)cc1 | i | i | i | i | i | i | i | i | i | i | i
CCOc1cc2[nH]c(=O)n(Cc3cccc(OC)c3)c(=O)c2cc1OCC | i | i | i | i | i | i | i | i | i | i | i
COc1cc(C(=O)NCCN2CCN(C(=O)c3cc(OC)c(OC)c(OC)c3)CC2)cc(OC)c1OC | i | i | i | i | i | i | i | i | i | i | i
COc1cc(-n2c(=O)c3ccccc3n(CC(=O)c3ccc(Br)cc3)c2=O)cc(OC)c1OC | i | i | i | i | i | i | i | i | i | i | i
Cc1ccc(S(=O)(=O)Oc2ccc(C)cc2/C=N/N=C2\NC(=O)C(C)S2)cc1 (stereo not given) | i | i | i | i | i | i | i | i | i | i | i
O=C(O)CSc1nc2ccccc2c(=O)[nH]1 | i | i | i | i | i | i | i | i | i | i | i
CCc1ccc(NC(=O)c2c(Cl)nc(C)c(Cl)c2C)cc1 | i | i | i | i | i | i | i | i | i | i | i
NC(=O)CC(NC(=O)Cc1ccc(Br)cc1)c1ccc(NC2CC3CCC2C3)c([N+](=O)[O-])c1 (stereo not given) | i | i | i | i | i | i | i | i | i | i | i
Cc1c(C(=O)O)cnc2c([N+](=O)[O-])cnn12 | i | i | i | i | i | i | i | i | i | i | i
Cc1ccc(C(=O)Nc2ccccc2Cl)cc1 | i | i | i | i | i | i | i | i | i | i | i
O=C(Nc1ccc2c(c1)OCCO2)C1CCN(S(=O)(=O)c2cccc3nsnc23)CC1 | i | i | i | i | i | i | i | i | i | i | i
Cc1ccccc1-n1nnnc1SC(C)C(=O)Nc1ccc(N2CCN(C)CC2)cc1 (stereo not given) | i | i | i | i | i | i | i | i | i | i | i
O=C(COc1ccc(S(=O)(=O)NC2CCCC2)cc1)NCC1CCCO1 (stereo not given) | i | i | i | i | i | i | i | i | i | i | i
CC(C)C[C@H](NC(=O)c1nc[nH]c1C(=O)NCCCCCNC(=O)OC(C)(C)C)C(=O)OCc1ccccc1 | i | i | i | i | i | i | i | i | i | i | i
COc1ccccc1NC(=O)c1c([N+](=O)[O-])c(C(C)(C)C)nn1C | i | i | i | i | i | i | i | i | i | i | i

Screening results from PubChem.
